Screening results (PubChem BioAssay)
MazEF act – activators of E. coli MazEF toxin-antitoxin RNase, primary screen, biochemical, fluorescence, uHTS; FAM/BHQ RNA-DNA oligo cleavage fluorescence, 5 h; activation, % at 20 µM; 0.32% of 350,000 active; AID 504720, 2011; in the data active means activation above about 50%
3CLpro inhibitor – SARS-CoV 3CLpro protease inhibitors, primary screen, biochemical, quenched FRET. recombinant SARS-CoV 3CLpro, quenched FRET peptide cleavage. 0.14% of 290,000 active. inhibition, % at 6 µM; in the data active means inhibition above about 12%
BoNT A protease – BoNT/A light chain protease inhibitors, primary screen, biochemical, flow cytometry, MLPCN library; Botulinum neurotoxin type A light chain protease (Clostridium botulinum A str. ATCC 3502); 0.17% of 360,000 active; inhibition, % at 10 µM; multiplex microsphere protease substrate cleavage; AID 588499, 2011; further: plate controls were buffer without enzyme for full effect and enzyme alone for no effect
SSB-PriA inh – inhibitors of Klebsiella pneumoniae PriA binding to SSB C-terminal tail, primary screen, biochemical, AlphaScreen | PriA–SSB C-terminal tail interaction (Klebsiella pneumoniae) | AlphaScreen SSBct-PriA binding, biotinylated peptide | inhibition, % at 33 µM | 0.6% of 430,000 active; in the data active means inhibition mostly above about 37%, no sharp cut-off; inactive means mostly below about 20%;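 further: plate controls were negative control peptide for no effect and reference peptide for full effect; strong numbers were not always called active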
PrPC TRFRET – inhibitors of human cell surface prion protein PrPC, primary screen, cell-based, TR-FRET; TR-FRET read-out; inhibition, % at 13.8 µM; 0.43% of 370,000 active; in the data active means inhibition above about 24%; further: 0% = median of the test wells and 100% = reference compound wells
CCHF vOTU inh – CCHFV vOTU protease inhibitors, primary screen, biochemical, Pep-AMC substrate, fluorescence; Crimean-Congo hemorrhagic fever virus L polyprotein viral ovarian tumor (vOTU) protease …; inhibition, % at 11.5 µM; 0.55% of 370,000 active; in the data active means inhibition above about 30%; further: 0% = vehicle wells with enzyme and 100% = no enzyme wells
Rv3671c protease – Rv3671c serine protease inhibitors, primary screen, biochemical, fluorescence polarization, M. tuberculosis H37Rv. inhibition, % at 5.96 µM. 0.048% of 320,000 active; in the data active means inhibition above about 38%;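 further: extracellular domain of Rv3671c used as enzyme; 0% = enzyme with DMSO and 100% = no enzyme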
Anthrax LF inh2 – Bacillus anthracis LF protease inhibitors, primary screen, biochemical, multiplex microsphere, MLPCN library. inhibition, % at 10 µM. 0.12% of 360,000 active. Lethal factor (Bacillus anthracis), P15917. multiplex microsphere protease cleavage assay; further: plate controls were buffer without enzyme for full effect and enzyme alone for no effect
Target sequence (P15917 whole entry, looked up): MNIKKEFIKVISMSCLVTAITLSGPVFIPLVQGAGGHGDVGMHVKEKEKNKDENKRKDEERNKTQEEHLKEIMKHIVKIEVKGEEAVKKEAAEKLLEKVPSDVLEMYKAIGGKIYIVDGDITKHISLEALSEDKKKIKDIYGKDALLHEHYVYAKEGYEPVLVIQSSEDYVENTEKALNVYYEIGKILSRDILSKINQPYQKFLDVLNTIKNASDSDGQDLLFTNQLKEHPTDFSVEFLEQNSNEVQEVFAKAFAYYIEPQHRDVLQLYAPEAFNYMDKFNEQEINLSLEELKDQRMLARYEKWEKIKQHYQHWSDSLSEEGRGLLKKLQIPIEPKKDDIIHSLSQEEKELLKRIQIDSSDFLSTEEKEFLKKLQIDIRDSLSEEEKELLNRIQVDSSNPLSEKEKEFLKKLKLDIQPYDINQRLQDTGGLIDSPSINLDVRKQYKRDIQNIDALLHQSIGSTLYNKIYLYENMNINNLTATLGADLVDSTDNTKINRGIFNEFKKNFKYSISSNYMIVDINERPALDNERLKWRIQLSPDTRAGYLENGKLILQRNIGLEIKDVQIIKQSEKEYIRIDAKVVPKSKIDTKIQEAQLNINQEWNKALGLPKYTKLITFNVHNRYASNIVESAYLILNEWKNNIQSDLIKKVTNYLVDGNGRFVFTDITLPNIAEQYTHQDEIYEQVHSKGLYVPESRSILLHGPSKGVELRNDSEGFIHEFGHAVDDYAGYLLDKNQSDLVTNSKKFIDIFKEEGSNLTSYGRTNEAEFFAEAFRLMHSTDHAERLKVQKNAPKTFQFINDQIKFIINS
VHR inh abs – VHR1 phosphatase inhibitors, primary screen, biochemical, absorbance, uHTS. inhibition, % at 13.3 µM. Dual specificity protein phosphatase 3 (Homo sapiens), P51452. recombinant VHR phosphatase, pNPP absorbance. 0.52% of 290,000 active. AID 1654, 2009; in the data active means inhibition above about 50%; further: some compounds called inactive have numbers as strong as hits
Target sequence (P51452 whole entry, looked up): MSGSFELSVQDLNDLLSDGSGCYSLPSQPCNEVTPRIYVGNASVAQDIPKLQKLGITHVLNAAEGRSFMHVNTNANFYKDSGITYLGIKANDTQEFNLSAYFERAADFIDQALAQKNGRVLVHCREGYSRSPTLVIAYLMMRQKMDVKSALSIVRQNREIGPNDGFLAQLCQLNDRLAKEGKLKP
BoNT-F LC inh – BoNT/F light chain protease inhibitors, primary screen, biochemical, flow cytometry, MLPCN library. Botulinum neurotoxin type F light chain protease (Clostridium botulinum). Multiplex microsphere protease cleavage assay. inhibition, % at 10 µM. 0.22% of 360,000 active; in the data active means inhibition above about 35%, passing the limit was not always enough; inconclusive means no clear call, values can overlap the other calls; further: plate controls were buffer without enzyme for full effect and enzyme alone for no effect
* hit, by the source's call; i = inactive; ? = inconclusive; . = no result given. Unless noted, no stated cut-off is given here; in the data, active means inhibition above about 30%; inconclusive means no clear call, values can overlap the other calls; inactive means below that. These rows are one share of the data; rates above refer to the full screens.

Each structure is followed by: CCHF vOTU inh	SSB-PriA inh	MazEF act	3CLpro inhibitor	Rv3671c protease	BoNT A protease	Anthrax LF inh2	VHR inh abs	BoNT-F LC inh	PrPC TRFRET
CC(OC(=O)Cc1c[nH]c2ccccc12)C(=O)Nc1ccccc1[N+](=O)[O-] (centres undefined)
→ -3.4	20.6	-3.0	.	1.7	-9.8	-6.0	.	-14.3	-10.7
CCOc1ccccc1OCCC(=O)OCC(=O)Nc1c(C)nn(-c2ccccc2)c1C
→ -4.1	-6.8	-0.1	.	3.1	0.5	0.8	.	11.9	2.0
COc1cc(NC(=O)CSc2nnnn2Cc2ccccc2)cc(OC)c1
→ -19.1	-15.0	-14.9	4.6	4.8	-0.2	-3.7	25.2	-7.2	-0.3
Cc1cc(C)c2c(CN3CCCCCCC3)cc(=O)oc2c1
→ 19.7	.	.	.	.	0.2	-8.7	.	-4.8	8.0
CCCCC(CC)CNC(=O)C1C2C=CC(C2)C1C(=O)O (centres undefined)
→ -0.7	-3.9	3.6	0.4	5.8	-0.6	-1.4	0.3	-0.8	5.2
COc1ccc(OCCN2CCC(C(=O)NC(c3ccc(F)cc3)c3ncccc3C)CC2)cc1 (centres undefined)
→ -1.3	.	.	.	.	-0.3	0.8	.	-6.8	-2.9
CCOC(=O)c1cc(-c2ccccc2)nn1CC1CC(c2ccc(OC)cc2)=NO1 (centres undefined)
→ -6.3	-33.2	-13.8	.	-3.1	0.4	0.1	.	-3.7	0.0
O=C(c1ccc2c(c1)OCO2)N(c1ccc(F)cc1)C1C=CS(=O)(=O)C1 (centres undefined)
→ 1.2	-1.2	-2.0	0.3	-4.8	-0.4	0.7	17.7	-2.0	2.3
COC(=O)c1cc(S(=O)(=O)N2c3ccccc3CC2C)cn1C (centres undefined)
→ 6.3	-19.3	4.9	-2.3	3.6	0.5	-1.2	12.5	3.0	3.2
Cc1c(Cl)cnc(NC(=O)CSc2nnnn2C)c1Cl
→ -0.2	-11.5	-3.0	.	3.6	5.7	2.4	.	5.8	-1.6
O=C(CN1CCN(Cc2ccccc2)CC1)N/N=C/c1ccco1
→ -0.2	i	2.1	-2.9	3.0	?	-9.0	14.4	?	-8.4
Cc1ccccc1OCC(=O)N(Cc1ccc(N(C)C)cc1)C1CCS(=O)(=O)C1 (centres undefined)
→ -5.8	15.2	3.7	0.9	-3.0	-0.9	1.7	8.1	-3.7	2.0
COC(=O)c1[nH]c2ccccc2c1NC(=O)CN1CCN(c2cccc(Cl)c2)CC1
→ 1.7	-2.7	-3.3	1.4	-3.1	-0.1	-3.5	-13.4	-7.7	-11.0
O=C1c2ccccc2C(=O)N1CCCCSc1nnnn1-c1ccccc1
→ 1.3	-22.1	-2.7	-0.2	1.5	-0.5	3.1	2.8	1.6	-0.1
O=[N+]([O-])c1ccc(NCCc2ccccc2)c(Br)c1
→ -2.5	-17.2	-1.8	2.8	-4.3	-1.7	9.3	26.3	-15.8	0.5
CN1CCN(c2nc(-c3cccnc3)nc3scc(-c4ccccc4)c23)CC1
→ 1.6	5.3	7.4	-1.2	-0.4	0.3	3.2	36.9	5.3	-9.4
COc1cc(C2CC(=O)Oc3ccc(C(C)(C)C)cc32)cc(OC)c1OC (centres undefined)
→ 16.2	-4.0	2.9	.	.	0.0	2.4	.	0.8	7.7
CCOc1ccc(-n2c(SCC(N)=O)nc3c(c2=O)SCC3)cc1
→ 2.7	-19.6	-2.6	-6.2	-5.3	0.3	-2.3	16.9	5.1	-15.5
O=c1c2ccccc2c(-c2ccccc2)nn1-c1ccccn1
→ 8.0	-10.2	-2.9	2.4	-1.0	-0.5	0.7	3.1	-1.5	-3.5
O=C1CCC(=O)N1c1ccc(S(=O)(=O)Nc2ccc(Br)cc2)cc1
→ 14.2	-6.6	-0.7	-4.6	-0.8	-0.2	-1.7	21.1	-2.3	7.1
CCCCS(=O)(=O)C(=C1Nc2ccccc2N1)S(=O)(=O)CCCC
→ 10.6	-16.3	1.5	0.9	0.8	0.2	-5.1	11.3	-4.1	0.3
O=C(COc1ccc(Cl)cc1)NCc1n[nH]c(=O)c2ccccc12
→ -12.2	-2.8	3.8	.	-0.1	0.2	-0.7	.	-6.3	1.1
CC1=Nn2c(nnc2C2CCCCC2)SC1
→ -0.3	-9.1	14.5	0.1	5.7	0.5	-1.4	12.0	3.3	8.1
CCOc1cc(NC(=S)NCCCN2CCOCC2)c(OCC)cc1NC(=O)C1CC1
→ -3.0	3.2	-4.2	-2.0	-0.5	0.2	1.2	-4.4	-4.8	-4.0
O=C(NC(=S)Nc1ccccc1)c1cc([N+](=O)[O-])ccc1N1CCOCC1
→ 0.7	-16.1	7.8	4.4	-1.6	1.0	1.4	17.4	3.6	-13.8
O=C(NCCOc1ccc(F)cc1)C1CCC(=O)N(CCCN2CCOCC2)C1 (centres undefined)
→ 12.0	-8.4	10.9	-2.5	-5.2	0.9	0.0	23.9	2.6	-0.7
c1ccc2c(CSCCc3ccncc3)cccc2c1
→ 14.1	-0.5	-7.8	1.1	-4.0	1.9	1.1	14.7	-5.8	-10.0
OCCC1CN(Cc2nc(-c3ccccc3)cs2)CCN1Cc1ccc(F)cc1 (centres undefined)
→ 9.6	-7.1	1.4	2.6	-6.1	-0.3	-2.0	8.4	-4.9	-2.0
O=C(COC(=O)Cc1ccccc1)NC(=O)NC1CCCCC1
→ -0.1	-6.7	8.4	.	6.6	-1.1	2.6	.	-1.9	2.1
Cc1ccc2nc(NC(=O)C3CCN(S(=O)(=O)c4cnc[nH]4)CC3)sc2c1
→ 6.3	-6.0	3.9	-1.1	-7.8	1.0	-7.0	-2.8	-4.2	17.4
CC(C)(C)CN1CCNC[C@H]1Cc1cccc2ccccc12
→ -3.2	5.7	10.4	.	-15.0	2.9	7.7	.	-17.7	4.8
Cc1cccc(NC(=S)NCCc2ccccc2)c1C
→ 5.4	6.9	9.3	-0.6	-3.6	0.3	-3.6	-6.1	-18.0	6.3
CCOc1ccc(C(C)NC(=O)c2cccnc2OCC)cc1OCC (centres undefined)
→ 1.0	-6.8	4.1	2.6	-13.1	-0.6	-9.5	37.9	-5.8	-0.4
COc1ccc(CNC(=O)C(NC(C)=O)C(=O)Nc2ccc(C(C)C)cc2)cc1 (centres undefined)
→ 3.9	-0.5	0.7	2.0	0.3	-0.6	-1.0	22.5	1.7	-3.7
CCOc1ccc(NC(=S)N(CCc2c(C)[nH]c3ccccc23)Cc2ccco2)cc1
→ 0.5	-16.9	0.9	-1.1	-1.1	-0.3	-5.2	-3.6	-20.3	-4.0
COc1ccc(-c2nnc(-c3cc4c(ccc5ccccc54)oc3=O)o2)cc1
→ -10.4	-4.7	43.6	2.6	-1.5	0.1	3.5	27.7	0.9	-5.0
O=C(CN(c1ccc(F)cc1)S(=O)(=O)c1ccccc1)NCc1ccco1
→ 1.0	-2.7	-0.9	-4.2	2.5	1.0	0.7	8.4	29.3	-3.8
N#Cc1ccc(OCC(=O)NCCCN2CCCC2=O)cc1
→ 5.5	.	6.3	.	.	0.0	-3.9	.	-9.2	2.0
Cc1ccc(CNC(=O)CCN2C(=O)[C@@H]3Cc4ccccc4CN3C2=O)cc1
→ 8.2	-4.5	5.5	3.5	10.3	0.7	1.4	-5.0	10.4	0.6
CC(NC(=O)c1ccc([N+](=O)[O-])cc1Cl)C1CC2CCC1C2 (centres undefined)
→ 21.3	5.3	6.2	2.5	3.3	-3.3	-1.0	1.9	-0.7	-39.9
CC(=O)c1cc(CN2CCC(C(=O)Nc3cccc(-c4cscn4)c3)CC2)cs1
→ 7.3	7.0	1.7	-3.3	-3.7	-0.4	0.1	43.3	-3.3	-5.2
O=C(/C=C/c1ccc2c(c1)OCO2)NCCS(=O)(=O)N1CCN(c2ccc(F)cc2)CC1
→ -5.4	-1.1	-1.3	.	-6.8	4.6	0.7	.	2.9	0.4
CCOc1ccc(N(CC(=O)N2CCCC2)S(=O)(=O)c2ccc(F)cc2)cc1
→ 6.1	-1.4	-4.6	-1.9	-10.8	-3.3	-7.5	14.0	-8.0	1.2
CCOC(=O)N1CCN(c2c(-c3ccc(C)cc3)c(=O)c2=O)CC1
→ -5.2	-23.2	-2.2	-3.8	-6.7	0.4	2.2	53.8*	-22.5	-20.9
COC(=O)[C@@H](Cc1ccccc1)N(Cc1ccccc1)S(=O)(=O)N(Cc1ccccc1)[C@H](Cc1ccccc1)C(=O)OC
→ 6.3	0.4	0.2	.	-2.1	-0.1	-5.8	.	-12.5	5.4
COCCN(C(=O)CNC(=O)c1ccco1)C(C(=O)NC1CCCC1)c1cccs1 (centres undefined)
→ 2.9	-16.4	5.7	-0.2	6.0	0.4	-3.9	-8.8	-4.6	-1.2
Cc1ccc(C(=O)COC(=O)COc2ccc(C)c(C)c2)cc1
→ 7.9	-8.0	2.2	2.9	.	-0.3	-0.7	12.9	3.3	-0.2
CC(NC(=O)C(=O)N1CCOCC1)C(c1cccs1)N1CCN(c2ccc(F)cc2)CC1 (centres undefined)
→ 12.7	6.9	0.5	-2.3	-4.6	2.5	-0.6	33.9	0.0	0.4
CN(C)CCCNCC(=O)NN(c1ccccc1)c1ccccc1
→ -6.2	8.5	-3.9	-0.3	4.3	.	.	26.3	.	-0.4
COc1ccccc1N1CCN(C(=O)CN(Cc2ccccc2)S(C)(=O)=O)CC1
→ -14.3	-1.7	-0.5	6.3	-3.2	-0.8	-3.9	29.8	-9.2	-4.0
CSc1cccc(NC(=S)N2CCC(N(C)C3CCCCCC3)CC2)c1
→ -6.8	6.3	9.3	2.4	3.0	-0.4	-2.3	22.7	-6.2	1.4
CCOc1ccc(CCNC(=O)C2CCCN(C(=O)N(C)C)C2)cc1OCC (centres undefined)
→ -12.3	-0.9	-2.1	-1.8	8.0	-0.5	-5.1	-8.8	-7.4	0.8
O=[N+]([O-])c1ccc(COn2nnc3ccccc32)cc1
→ -4.0	2.5	11.6	-0.3	0.6	-0.2	-6.3	21.7	-7.1	-3.9
S=C(NCc1ccccc1)NN1CCOCC1
→ 1.1	-0.1	-0.4	2.3	0.1	-0.8	1.2	3.9	-2.8	-6.5
O=C(CN1C(=O)CSc2ccccc21)Nc1ccccc1C(=O)N1CCOCC1
→ 4.5	-6.2	8.3	4.0	1.5	3.3	-0.6	4.5	2.3	6.2

4 records drawn at random from the list so far:
Each structure is followed by: CCHF vOTU inh	SSB-PriA inh	MazEF act	3CLpro inhibitor	Rv3671c protease	BoNT A protease	Anthrax LF inh2	VHR inh abs	BoNT-F LC inh	PrPC TRFRET
COC(=O)[C@@H](Cc1ccccc1)N(Cc1ccccc1)S(=O)(=O)N(Cc1ccccc1)[C@H](Cc1ccccc1)C(=O)OC
→ 6.3	0.4	0.2	.	-2.1	-0.1	-5.8	.	-12.5	5.4
CCOC(=O)N1CCN(c2c(-c3ccc(C)cc3)c(=O)c2=O)CC1
→ -5.2	-23.2	-2.2	-3.8	-6.7	0.4	2.2	53.8*	-22.5	-20.9
O=C(/C=C/c1ccc2c(c1)OCO2)NCCS(=O)(=O)N1CCN(c2ccc(F)cc2)CC1
→ -5.4	-1.1	-1.3	.	-6.8	4.6	0.7	.	2.9	0.4
S=C(NCc1ccccc1)NN1CCOCC1
→ 1.1	-0.1	-0.4	2.3	0.1	-0.8	1.2	3.9	-2.8	-6.5
